Source: PubChem (several laboratories)
Rin1 Abl inh – inhibitors of Rin1-Abl protein binding, primary screen, biochemical, TR-FRET; inhibition, % at 7.35 µM; Tyrosine-protein kinase ABL1 (Homo sapiens) + Ras and Rab interactor 1 (Homo sapiens), …; 360,000 compounds, 0.4% hits; in the data active = inhibition above about 5%, passing the limit was not always enough
CSN deneddyl inh – inhibitors of CSN-mediated cullin deneddylation, primary screen, biochemical, fluorescence polarization, uHTS | COP9 signalosome complex subunit 5 (Homo sapiens), Q92905 | Purified CSN, SCF-Nedd8-OG deneddylation | inhibition, % at 12.5 µM | 360,000 compounds, 0.38% hits;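 active = pattern-corrected inhibition above about 35%, with an unprinted fluorescence ratio check between 0.5 and 1.5, limit read from the data, passing the limit was not always enough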;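 also: 0% = enzyme with substrate and 100% = substrate without enzyme; some results filed as inactive read as strong as hits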
Target sequence (Q92905 whole entry, looked up, one chain of several): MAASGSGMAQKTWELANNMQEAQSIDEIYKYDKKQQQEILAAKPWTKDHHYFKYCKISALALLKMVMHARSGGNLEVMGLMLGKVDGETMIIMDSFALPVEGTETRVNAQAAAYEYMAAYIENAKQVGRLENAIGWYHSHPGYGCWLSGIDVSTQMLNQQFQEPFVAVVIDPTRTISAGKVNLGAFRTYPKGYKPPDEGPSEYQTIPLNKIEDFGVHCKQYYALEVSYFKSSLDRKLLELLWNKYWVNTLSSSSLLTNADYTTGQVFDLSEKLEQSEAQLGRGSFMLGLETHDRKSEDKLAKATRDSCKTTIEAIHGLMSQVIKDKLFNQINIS
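Assay system: purified human Csn5 enzyme expressed in HEK293T cells; measure: % inhibition; also added: SCFSkp2-Nedd8OG substrate at 10 nM final; technique: fluorescence polarization; times: reaction 90 min, room temperature; medium: Tris buffer pH 7.5, NaCl, DTT, Tween-20, trehalose, ovalbumin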
TbMetRS inhib – T. brucei MetRS inhibitors, primary screen, biochemical, luminescence | methionyl-tRNA synthetase (Trypanosoma brucei brucei) | purified T. brucei MetRS, ATP depletion, Kinase-Glo luminescence | inhibition, % at 11.9 µM | 360,000 compounds, 0.4% hits;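 active = inhibition above a per-plate cutoff of the control wells' mean inhibition plus 3 SD, cut at about 5.5% in these data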;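 also: 0% = DMSO wells median and 100% = median of wells with control inhibitor compound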
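Dosing: 11.9 µM single point; system: parasite MetRS enzyme; technique: luminescence of leftover ATP; times: 15 min enzyme-compound preincubation, 2 h reaction, 10 min detection, 25 °C; replicates: each compound tested once; read-out basis: percent inhibition relative to median high and low control wells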
MLLE-PAM2 inh – inhibitors of PABP1 MLLE–PAM2 peptide binding, primary screen, biochemical, fluorescence polarization, FITC-PAM2, GST-MLLE. Polyadenylate-binding protein 1 (Homo sapiens), P11940. inhibition, % at 20 µM. 360,000 compounds, 0.36% hits; in the data active = inhibition above about 35%, passing the limit was not always enough;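 also: plate controls were DMSO wells with GST-MLLE for no effect and wells lacking GST-MLLE protein for full effect; some results filed as inactive read as strong as hits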
FAS TE block – FAS thioesterase domain inhibitors, primary screen, biochemical, fluorescence intensity, uHTS. Fatty acid synthase (Homo sapiens), P49327. recombinant FAS-TE, OMFH fluorogenic substrate, fluorescence endpoint. inhibition, % at 15 µM. 360,000 compounds, 0.67% hits. AID 602261, 2012;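 active = compounds whose normalised, plate-corrected inhibition of enzyme fluorescence in the single-dose primary screen is 50% or more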;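 also: 0% = DMSO with enzyme and 100% = substrate without enzyme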
eLon inh – inhibitors of E. coli Lon protease, primary screen, biochemical, fluorescence polarization; P0A9M0; purified E. coli Lon protease; inhibition, % at 7.94 µM; 360,000 compounds, 0.42% hits; AID 602123, 2011; in the data active = inhibition above about 13%, passing the limit was not always enough;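 also: 0% = enzyme with probe and DMSO and 100% = no enzyme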
MsrA act – bovine MsrA enzyme activators, primary screen, biochemical, absorbance, HTS | Methionine sulfoxide reductase A (Bos taurus) | purified bovine MsrA, absorbance read-out | activation, % at 10.6 µM | 360,000 compounds, 0.3% hits | AID 602163, 2012; in the data active = activation above about 7.5%;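 also: 0% = vehicle and 100% = reference activator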
Neddyl block – inhibitors of cullin neddylation, primary screen, biochemical, TR-FRET, uHTS, NAE and Ubc12 | NEDD8-conjugating enzyme Ubc12 (Homo sapiens) + NEDD8-activating enzyme E1 regulatory … | calls only at 25 µM | 360,000 compounds, 0.58% hits | AID 651699, 2012; in the data active = inhibition above about 36%
Target sequence (P61081 whole entry, looked up): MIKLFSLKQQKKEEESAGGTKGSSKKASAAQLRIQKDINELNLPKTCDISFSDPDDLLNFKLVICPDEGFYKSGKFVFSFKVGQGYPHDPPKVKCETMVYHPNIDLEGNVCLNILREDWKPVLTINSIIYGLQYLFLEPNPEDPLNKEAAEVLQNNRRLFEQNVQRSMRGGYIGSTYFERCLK
Target sequence (Q13564 whole entry, looked up): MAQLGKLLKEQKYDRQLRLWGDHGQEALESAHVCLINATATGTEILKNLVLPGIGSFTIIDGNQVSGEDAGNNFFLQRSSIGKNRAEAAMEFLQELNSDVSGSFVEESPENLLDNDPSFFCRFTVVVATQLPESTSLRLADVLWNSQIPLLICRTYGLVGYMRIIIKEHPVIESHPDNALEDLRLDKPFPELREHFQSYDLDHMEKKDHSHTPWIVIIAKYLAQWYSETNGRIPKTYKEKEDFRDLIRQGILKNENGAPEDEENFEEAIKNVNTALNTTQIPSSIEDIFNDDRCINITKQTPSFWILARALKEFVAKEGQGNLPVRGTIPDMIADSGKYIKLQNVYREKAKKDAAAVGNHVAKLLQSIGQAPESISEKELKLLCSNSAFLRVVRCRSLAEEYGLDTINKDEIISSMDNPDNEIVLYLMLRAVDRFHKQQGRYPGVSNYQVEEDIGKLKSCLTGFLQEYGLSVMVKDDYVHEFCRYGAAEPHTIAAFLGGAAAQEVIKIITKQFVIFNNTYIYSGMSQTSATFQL
MsrA inh – bovine MsrA enzyme inhibitors, primary screen, biochemical, absorbance, HTS; purified bovine MsrA, absorbance read-out; AID 651718, 2012; inhibition, % at 15.5 µM; 360,000 compounds, 0.75% hits; Methionine sulfoxide reductase A (Bos taurus); in the data active = inhibition above about 4.5%;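 also: 0% = vehicle wells with enzyme and 100% = reference inhibitor wells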
* marks the source's active call; other numbers are inactive results; i = inactive; . = not tested or not shown.

SMILES	Rin1 Abl inh	CSN deneddyl inh	TbMetRS inhib	MLLE-PAM2 inh	FAS TE block	eLon inh	MsrA act	Neddyl block	MsrA inh
O=C(Cc1cn2ccsc2n1)Nc1nc2c(s1)CN(Cc1ccccc1)CC2	-2	-2	0.1	-49	-14	-24	-3	i	1.2
CC(=O)c1sc(N/N=C\c2c(O)ccc3ccccc23)nc1C	-2	35	-1.1	-142	12	-264	-7	i	-0.4
CCOc1cc(C2Nc3ccccc3C(=O)N2c2ccccc2)ccc1O (configuration not stated)	-1	3	0.0	-1	-6	5	-3	i	2.3
Cc1ccc(C)c(OCCC(=O)OCC(=O)NC(=O)NC2CCCC2)c1	3	6	-0.2	3	3	-13	-1	i	-0.2
O=C(O)c1ccc(Nc2nc(-c3ccccc3)nc3ccccc23)cc1	1	0	-1.0	-5	6	-14	-4	.	6.0*
C=CCNC(=O)CN1CCC(n2c(C)nc3cc(C(F)(F)F)ccc32)CC1	-1	-3	-0.8	-5	-2	4	-7	i	0.7
O=C(N/N=C/c1ccncc1)c1ccccc1[N+](=O)[O-]	-4	-2	-0.6	-10	-7	18	-2	i	1.1
CC(=O)Oc1ccc2c(c1)OC(c1ccccc1)CC21CC(C)(C)NC(=S)N1 (configuration not stated)	3	2	-1.6	-123	3	-3	-14	i	0.4
CC1CN(S(=O)(=O)c2cccc(C(F)(F)F)c2)C(C)N1C(=O)N1CCOCC1 (configuration not stated)	3	-3	-0.5	8	-4	-10	-1	i	-0.6
O=C(N/N=C/c1c[nH]c2ccccc12)c1cccc(O)c1	-3	0	-0.8	-7	-2	5	-3	i	4.3
CC1(C)C=Cc2cc(-c3coc4cc(O)cc(O)c4c3=O)cc(O)c2O1	3	-3	0.1	0	10	-6	-2	i	-1.1
CC(=O)c1ccc(NC(=O)CSc2nnc(C3CC3)n2C2CC2)cc1	1	2	-0.3	-15	0	0	-9	i	-0.2
C[C@@H](NC(=O)/C(C#N)=C/c1ccc(O)c(O)c1)c1ccccc1	-4	-1	-1.0	-26	-1	-19	-3	i	1.6
Cc1ccc(C(C)C)c(OCC(O)CNC2CCCC2)c1 (configuration not stated)	-2	4	-0.9	6	-3	7	-3	i	-1.1
Cc1nc(C(F)(F)F)ccc1C(=O)N1CCC1(C)C(=O)NS(=O)(=O)c1ccccc1Cl (configuration not stated)	6	-2	0.2	9	-9	-1	-6	i	0.5
CCCCCCCCCCCCCCCC(=O)NCCO	-1	2	-1.0	-5	-7	-1	-7	i	-1.4
O=C(CN1C(=O)C2CCCCC2C1=O)Nc1nc(-c2ccccn2)cs1 (configuration not stated)	-3	-2	0.0	30	-5	8	0	i	-0.2
NC(=O)c1ncn([C@@H]2O[C@H](CNCc3ccc(OCC(=O)Nc4ccccn4)cc3)[C@@H](O)[C@H]2O)n1	-1	0	0.1	-1	-8	1	0	i	-0.9
O=C(NCc1ccco1)Nc1cccs1	-2	4	1.0	16	-2	4	0	i	0.5
CCN1C(=O)C(C)C=C(C)C=C1C (configuration not stated)	-4	-3	-0.1	-12	-9	-5	-2	i	-0.3
CC(C)(CCC(=S)N1CCOCC1)c1ccccc1	3	-4	-0.3	14	-2	-6	2	i	0.5
Cc1[nH]c2ccc(C(=O)NCCN3CCOCC3)cc2c1C	1	2	-0.3	1	-8	6	0	i	0.9
Cc1ccc(CNn2cn[nH]c2=S)cc1	-3	-3	-0.3	-18	-2	-4	-1	i	-1.0
Cc1ccccc1CN1CCC(CNC(=O)C2CCCN(c3ncnc4c3nc3n4CCCCC3)C2)CC1 (configuration not stated)	5	4	0.1	-8	-4	3	2	i	0.3
CN1CCN([C@@H]2CS(=O)(=O)N[C@H]2COCc2ccccc2)CC1	4	-1	-0.9	13	-6	1	-3	i	0.3

Exported with values under each structure: 5 of the compounds above.
Every second line gives: Rin1 Abl inh	CSN deneddyl inh	TbMetRS inhib	MLLE-PAM2 inh	FAS TE block	eLon inh	MsrA act	Neddyl block	MsrA inh
- O=C(N/N=C/c1ccncc1)c1ccccc1[N+](=O)[O-]
→ -4	-2	-0.6	-10	-7	18	-2	i	1.1
- CC(=O)Oc1ccc2c(c1)OC(c1ccccc1)CC21CC(C)(C)NC(=S)N1 (configuration not stated)
→ 3	2	-1.6	-123	3	-3	-14	i	0.4
- CC1CN(S(=O)(=O)c2cccc(C(F)(F)F)c2)C(C)N1C(=O)N1CCOCC1 (configuration not stated)
→ 3	-3	-0.5	8	-4	-10	-1	i	-0.6
- O=C(N/N=C/c1c[nH]c2ccccc12)c1cccc(O)c1
→ -3	0	-0.8	-7	-2	5	-3	i	4.3
- CC1(C)C=Cc2cc(-c3coc4cc(O)cc(O)c4c3=O)cc(O)c2O1
→ 3	-3	0.1	0	10	-6	-2	i	-1.1

(further entries)
SMILES	Rin1 Abl inh	CSN deneddyl inh	TbMetRS inhib	MLLE-PAM2 inh	FAS TE block	eLon inh	MsrA act	Neddyl block	MsrA inh
CCCCc1ncc(CN2CCC(n3nccc3NC(=O)C(OC)c3ccccc3)CC2)[nH]1 (configuration not stated)	0	3	0.8	-6	-2	-4	-3	i	-0.5
Cc1csc(NC(=O)CSc2nncn2C)n1	-4	0	-0.9	5	2	-13	-1	i	-0.8
O=[N+]([O-])c1cc(-c2nnc(Nc3ccc(O)cc3)c3ccccc23)ccc1N1CCOCC1	-4	1	-0.6	2	16	-7	-12	i	0.8
CC1CC(=O)NN=C1c1ccc(N(C)C)c([N+](=O)[O-])c1 (configuration not stated)	-10	-2	-0.3	0	-7	-3	-5	i	4.7*
CCN(C[C@H]1N[C@@](CC)(C(=O)OC)[C@H]2C(=O)N(C)C(=O)[C@@H]12)C(=O)NC(C)C	1	-1	-0.8	8	-3	-15	-2	i	-0.8
COc1cc(Nc2c3c(nc4ccccc24)CCCC3)cc(OC)c1OC	-4	2	-0.6	21	5	-14	3	i	1.5
CC(C)N1CCN(Cc2ccc3c(c2)Cc2ccccc2-3)CC1CCO (configuration not stated)	-5	-3	-1.4	9	-6	-6	-7	i	-0.7
CSc1ccccc1NC(=O)Nc1cccc(F)c1	2	9	-0.4	11	9	-1	-3	i	1.6
CC(C)NC(=O)c1nn(C)c2ccccc12	-1	-2	0.0	-1	-7	-24	-2	i	0.4
COc1ccccc1NC(=O)OC(C)c1ccc(Cl)cc1 (configuration not stated)	0	3	-0.6	-4	23	4	-3	i	0.9
CC1=C(C#N)C(NC(=O)c2ccc(Cl)cc2)(C(F)(F)F)C(=O)N1 (configuration not stated)	0	-7	-1.9	10	-1	0	-6	i	1.3
Cc1nonc1NC(=O)CSc1nnc(N)s1	1	-5	0.3	0	-5	-3	-2	i	0.3
c1ccc2[nH]c(NN=C3CCCCCC3)nc2c1	-1	2	1.7	4	-24	-3	-1	i	-0.3
CCc1cc(=O)oc2cc(OCC(=O)NCCCN3CCCC3=O)c(Cl)cc12	2	-1	0.2	7	-1	-8	-1	i	0.9
CCOC(=O)C1=C(COC(=O)c2ccc(Cl)cc2[N+](=O)[O-])NC(=O)NC1C (configuration not stated)	6	-2	0.2	-8	-1	-1	-7	i	-1.0
NS(=O)(=O)c1ccc(CCNC(=O)C2CCC(CNS(=O)(=O)c3ccc(Br)s3)CC2)cc1 (configuration not stated)	4	-3	-0.8	5	-9	-3	-2	i	-0.3
O=C(NCc1ccco1)/C(=C\C=C\c1ccccc1)NC(=O)c1ccco1	-2	5	0.0	2	0	5	-6	i	2.8
CCOC(=O)NC(=O)COC(=O)CCCc1nc2ccccc2s1	5.4*	-2	-1.6	1	-1	10	-13	i	-0.6
COCCNC(=O)c1ccc(Cn2c(SCC(=O)NCC3CCCO3)nc3ccc(Br)cc3c2=O)cc1 (configuration not stated)	4	2	0.0	-34	-6	5	-2	i	-0.4
CCSc1nnc(SCC(=O)NC2CCCCC2)s1	5	3	-0.2	4	-4	-10	3	i	1.1
Cc1ccc(-n2nnnc2SCC(=O)c2cc(C)n(-c3cc(C)on3)c2C)cc1	2	-1	0.8	-79	-18	-2	-2	i	.
CCOC(=O)c1ccc(NC(=O)COc2ccccc2CNC2CCCC2)cc1	31*	-1	-0.5	6	-5	-6	-2	i	-0.9
OCCCNc1nccc(-c2cc(Nc3cccc(Cl)c3)ncn2)n1	-1	5	0.9	4	0	-1	-6	i	1.6
Cc1nc(C/C(=N\N)c2ccc(O)cc2O)cs1	-3	-4	-0.4	-8	-4	0	-2	i	0.4
Cc1cc(=O)oc2cc(OCC(=O)N/N=C/c3cc([N+](=O)[O-])ccc3O)ccc12	-6	-3	-0.9	8	42	-9	3	i	0.3
Cc1ccc(-n2c(SCC(=O)N3CCCc4ccccc43)nnc2-c2cccnc2)c(C)c1	8.7*	7	-0.8	-53	0	-18	-4	i	-0.4
Cc1cc(C)nc(NNC2=CC(=[N+]3CCCC3)CCC2)n1	1	-2	-0.9	-84	-3	-1	-9	i	0.6
C=CCSc1ncccc1C(=O)NCc1ccccc1	-2	2	-0.3	-4	-4	6	1	i	.
COCCNC(=S)N1CCC(C(=O)c2ccc(C)cc2)CC1	2	-5	-1.4	-140	-4	2	-13	i	0.6
C=CCOc1ccccc1NC(=O)CN1C(=O)CNC1=O	1	-2	0.2	-4	-6	4	-2	i	-0.5

Records listed so far marked active in MsrA inh:
| Compound | Rin1 Abl inh | CSN deneddyl inh | TbMetRS inhib | MLLE-PAM2 inh | eLon inh | MsrA act | Neddyl block | MsrA inh |
| --- | --- | --- | --- | --- | --- | --- | --- | --- |
| O=C(O)c1ccc(Nc2nc(-c3ccccc3)nc3ccccc23)cc1 | 1 | 0 | -1.0 | -5 | -14 | -4 | . | 6.0* |
| CC1CC(=O)NN=C1c1ccc(N(C)C)c([N+](=O)[O-])c1 (configuration not stated) | -10 | -2 | -0.3 | 0 | -3 | -5 | i | 4.7* |

Three compounds drawn at random from those above:
SMILES	Rin1 Abl inh	CSN deneddyl inh	TbMetRS inhib	MLLE-PAM2 inh	FAS TE block	eLon inh	MsrA act	Neddyl block	MsrA inh
OCCCNc1nccc(-c2cc(Nc3cccc(Cl)c3)ncn2)n1	-1	5	0.9	4	0	-1	-6	i	1.6
CC(C)N1CCN(Cc2ccc3c(c2)Cc2ccccc2-3)CC1CCO (configuration not stated)	-5	-3	-1.4	9	-6	-6	-7	i	-0.7
COc1cc(Nc2c3c(nc4ccccc24)CCCC3)cc(OC)c1OC	-4	2	-0.6	21	5	-14	3	i	1.5

No enrichment for hits; any-hit rate near 4%.
